# Bioassay records as filed in PubChem.
# TNAP activation fold: human TNAP enzyme activators, primary screen, biochemical, luminescent, no phosphate acceptor, uHTS (AID 1001). Alkaline phosphatase, tissue-nonspecific isozyme (Homo sapiens). purified TNAP, luminescent activation assay, no phosphate acceptor; higher activation fold means a stronger effect. activation fold at 20 µM; hits with a dose series show EC50 in µM. 200,000 compounds, 0.03% hits; in the data active means activation fold from about 3, or a potency from the dose series; inactive means the rest, 99 in 100 with activation fold below about 1.6; further: many of its hits are not listed in these tables
# Myeloid diff MLP: induction of myeloid progenitor differentiation, primary screen, cell-based, flow cytometry, MLPCN library; ER-HoxA9 myeloid progenitors, lysozyme-GFP differentiation; 360,000 compounds, 1% hits; calls only at 10 µM;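 active means normalized GFP-positive differentiation at or above the plate's own cutoff, the solvent-only control mean plus 3 SD; inconclusive means no clear call, values can overlap the other calls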;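 further: cells exposed to compound for four days before flow analysis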
# PhoP inhibition: inhibitors of PhoP regulon expression, primary screen, Salmonella Typhimurium, GFP reporter (AID 1863). one-dose inhibition, % at 50 µM; IC50 in µM for titrated hits. 300,000 compounds, 0.16% hits. S. Typhimurium PhoP-regulated promoter GFP reporter, 4 h; higher % means a stronger effect;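 active means inhibition over 29.93%, a cutoff 3 SD above the screen mean, later confirmed by dose response; inconclusive means inhibition over 29.93% but no dose response follow-up; inactive means inhibition at most 29.93% or unconfirmed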;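 further: 0% = low Mg2+ inducing control and 100% = high Mg2+ repressing control; strong numbers were not always called active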
# RSV antiviral HEp-2: RSV antiviral activity via CPE protection, HEp-2 cells, primary 10 µM value included (AID 2391); HEp-2 cells, RSV-induced CPE inhibition; higher % means a stronger effect; one-dose CPE inhibition, % at 10 µM; IC50 in µM for titrated hits; 310,000 compounds, 0.13% hits; in the data active means a potency from the dose series; inconclusive means CPE inhibition mostly from about 23% at the one dose, without a potency; inactive means the rest, 99 in 100 with CPE inhibition below about 21%; further: strong numbers were not always called active
# human PMI inhibition: inhibitors of human PMI, primary screen, biochemical, fluorescence intensity, coupled assay (AID 1209) | Mannose-6-phosphate isomerase (Homo sapiens) | purified PMI enzyme, coupled fluorescence intensity; higher % means a stronger effect | inhibition, % at 20 µM, or IC50 in µM where a hit was titrated | 190,000 compounds, 0.42% hits;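 further: plate controls were DMSO vehicle for no effect and wells lacking substrate for full effect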
# human PMI inhibitors: human PMI inhibitors, high substrate, primary screen, biochemical, fluorescence intensity, high mannose 6-phosphate (AID 1220); recombinant PMI enzyme, coupled fluorescence intensity; higher % means a stronger effect; inhibition, % at 20 µM; hits with a dose series show IC50 in µM; 190,000 compounds, 0.66% hits
# XIAP displacement: XIAP antagonists, biochemical, IAP family, fluorescence polarization (AID 1018); XIAP BIR domain, fluorescence polarization peptide displacement; higher % means a stronger effect; 200,000 compounds, 0.007% hits; one-dose displacement, % at 20 µM; IC50 in µM for titrated hits; E3 ubiquitin-protein ligase XIAP (Homo sapiens); in the data active means displacement above about 50%; further: a part of the inactive calls stands beside numbers as strong as those of hits
# Siah-1 displacement: Siah-1 peptide-binding antagonists, primary screen, biochemical, fluorescence polarization, rhodamine-plectin, uHTS (AID 1817); Siah-1 / rhodamine-plectin peptide fluorescence polarization; higher % means a stronger effect; displacement, % at 20 µM, or IC50 in µM where a hit was titrated; 290,000 compounds, 0.02% hits;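 active means displacement of at least 50% at 20 µM, with a fluorescence ratio check between 0.3 and a set limit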;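 further: plate controls were Siah plus tracer with DMSO for no effect and tracer alone without Siah for full effect; strong numbers were not always called active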
# WT yeast gro inh: growth inhibition of WT strain, primary screen, mitochondrial fusion inhibitor project, WT and mutant strains, chemical genetic; 190,000 compounds, 2.1% hits; mitochondrial fusion phenotypic screen; inhibition, % at 10 µM; in the data active means inhibition above about 58%; tested in S. cerevisiae
# WT yeast gro inh mutant strain: second read-out of WT yeast gro inh, no call of its own (marks repeat the call); inhibition, %; mitochondrial fusion phenotypic screen, mutant strain inhibition
# Myeloid diff MLP GFP+ MAC1+ %: second read-out of Myeloid diff MLP, no call of its own (marks repeat the call); GFP+ MAC1+ double positive, %; measured here: differentiation confirmed by MAC1 staining
# Starred values were filed as active, the others as inactive; i = inactive; ? = inconclusive; . = no result given. Unless noted, no stated cut-off is given here; in the data, active means inhibition above about 50%; inactive means the rest.
SMILES,TNAP activation fold,Myeloid diff MLP,Myeloid diff MLP GFP+ MAC1+ %,PhoP inhibition,RSV antiviral HEp-2,human PMI inhibition,human PMI inhibitors,XIAP displacement,Siah-1 displacement,WT yeast gro inh,WT yeast gro inh mutant strain
Cn1c(CNC(=O)c2ccccc2F)nnc1SCC(=O)NCc1ccccc1,1.1,i,0.4,-2.8%,0.4%,4.9%,3.8%,-0.3%,0.1%,1.2,2.8
COc1ccccc1-c1nnc(SCC(=O)N2CCCCC2)o1,.,i,0.6,-4.4%,1.6%,.,.,.,2.4%,.,.
CN(C)CCN1C(=O)C(O)=C(C(=O)c2cc3ccccc3o2)C1c1ccccn1 (stereo not given),1,.,.,-8.5%,1.6%,-6.7%,-11.9%,-6.8%,-5.8%,-11.6,6.5
NC(=O)c1cccnc1Nc1ccccc1F,1,i,0.3,4.8%,0.4%,11.2%,5.0%,-3.4%,-3.9%,-6.1,-15.1
Cc1ccc([N+](=O)[O-])cc1S(=O)(=O)N1CCCN(C)CC1,.,i,0.6,7.7%,0.3%,.,.,.,-0.7%,.,.
CCOc1ccc(S(=O)(=O)N2CCCCC2)c2ccccc12,1,i,0.3,-2.1%,14.3%,17.7%,19.1%,-7.3%,-2.3%,-6.0,4.3
CCn1c(O)c(N=NC2=NC(=O)CS2)c2cc(C)ccc21,0.9,i,1.0,8.5%,-0.7%,4.3%,-11.0%,-3.5%,-0.2%,-9.4,0.4
Cc1ccc(NC(=O)CN(C)Cc2cccs2)cc1Cl,.,i,0.1,4.0%,6.3%,.,.,.,4.4%,.,.
COc1ccc(-c2cn3ccccc3n2)cc1OC,1.1,i,0.9,7.9%,-1.4%,0.5%,1.6%,-2.3%,-1.4%,3.9,-3.3
O=c1[nH]c(=O)n(C(c2ccccc2)c2ccccc2)cc1Br,1.1,i,0.5,-6.7%,1.6%,-37.4%,-31.3%,-2.5%,4.4%,-14.7,4.9
CC1CCN(CC(=O)NCc2ccccc2)CC1,1.1,i,8.9,-3.7%,0.2%,2.1%,-2.3%,2.0%,3.6%,-15.6,-23.7
CCCN(CCC)CCCNC(=O)c1cn(CC)c2ccc(S(=O)(=O)N3CCOCC3)cc2c1=O,.,i,1.1,-10.2%,-1.3%,.,.,.,-1.3%,.,.
CC(C)NS(=O)(=O)c1ccc(NCCCn2ccnc2)c([N+](=O)[O-])c1,.,i,1.2,8.1%,1.2%,.,.,.,0.7%,.,.
Cc1[nH]nc2c1C(c1cccs1)C(C#N)=C(N)O2 (stereo not given),0.9,i,0.4,-10.1%,2.1%,-9.3%,-5.2%,-5.7%,5.2%,6.4,-5.2
Cc1ncoc1C(=O)Nc1ccccc1-c1ccccc1,1.1,i,1.2,-0.7%,.,-6.0%,-4.1%,1.2%,-1.7%,-0.8,-4.3
Cc1c(OCC(=O)N[C@@H](Cc2ccccc2)C(=O)O)ccc2c1oc(=O)c1ccccc12,.,i,3.0,-9.7%,6.1%,.,.,.,-2.1%,.,.
COc1ccc(CCNC(=O)CSc2nc(C)nc3c2oc2ccccc23)cc1OC,1,i,1.0,-3.3%,1.2%,7.5%,-1.0%,-6.3%,-2.2%,12.1,-3.0
CCCCC(=O)NC(=S)Nc1nnn(CCC)n1,1.1,i,0.4,-4.2%,-0.2%,8.3%,2.3%,-1.0%,-2.7%,22.5,-3.3
O=C(CCN1CCN(S(=O)(=O)c2ccc(Cl)cc2)CC1)Nc1ccc(F)cc1,.,i,0.5,-5.9%,6.4%,.,.,.,1.9%,.,.
CC(O)[C@H]1CNC(=O)C(=O)N1CC1(c2ccccc2)CC1 (stereo not given in full),.,i,1.5,-1.4%,0.4%,.,.,.,-2.0%,.,.
CC1=C(C(=O)N2CCCC(CCC(=O)NCc3ccc(F)c(F)c3)C2)OCCO1 (stereo not given),1,i,0.4,.,-1.2%,-10.4%,-11.3%,-5.1%,-2.3%,-6.1,-17.1
COc1ccc(CNc2ncnc3c2[nH]c2cc(OC)c(OC)cc23)cc1,.,i,0.5,-2.8%,9.4%,.,.,.,-11.0%,.,.
CC1(C)Cc2c(cnn2-c2cccc(F)c2)C(NC(=O)c2ccc(=O)[nH]n2)C1 (stereo not given),.,i,0.9,-6.5%,5.5%,.,.,.,0.7%,.,.
CC(C)c1ccc(-c2nc(N3CCCC3)nc3n[nH]c(N)c23)cc1,1.1,i,1.0,9.7%,0.5%,-3.8%,-4.3%,-3.9%,5.7%,-0.1,-6.0
CCOC(=O)COc1ccc2c(c1)C(=O)CC1(CCN(C(C)=O)CC1)O2,1.2,i,0.4,-4.6%,.,4.5%,1.7%,-5.4%,1.4%,-10.4,-7.3
COc1cccc(NC(=O)N2CCC(NC(=O)c3ccco3)CC2)c1,.,i,0.2,4.7%,-0.4%,.,.,.,-2.1%,.,.
Cc1ccc(C)c(N(C(=O)CNC(=O)c2ccco2)C(C(=O)NC2CCCCC2)c2cccnc2)c1 (stereo not given),.,i,2.9,7.3%,-0.3%,.,.,.,5.4%,.,.
Cc1nc(-c2ccc(C(=O)Nc3cccc(Br)c3)cc2)cs1,1.1,i,0.3,-7.2%,-0.8%,8.2%,5.9%,-3.5%,25.1%,23.9,14.2
O=C(Nc1ccc2c(c1)CCC2)c1ccc(F)cc1,1.1,i,0.2,-8.5%,43.2%,4.3%,10.2%,-1.8%,-0.4%,-0.6,2.4
O=C(CS(=O)CC(=O)N(CC(=O)NC1CCCC1)c1ccc2c(c1)OCCO2)Nc1ccc(F)cc1 (stereo not given),1,i,0.4,-0.6%,2.3%,-13.0%,-19.4%,-3.3%,-0.9%,1.4,-8.0
O=C(Nc1ccccc1N1CCOCC1)c1ccco1,.,i,0.3,-5.5%,2.0%,.,.,.,1.8%,.,.
CC1N(O)C(c2ccc(Cl)cc2Cl)N(O)C1(C)C (stereo not given),1,i,0.6,-0.8%,1.0%,-75.7%,-104.1%,-19.3%,-1.1%,6.2,4.8
COc1cccc(-n2c(CN3CCN(c4cccc(C)c4)C(C)C3)nc3ccc([N+](=O)[O-])cc3c2=O)c1 (stereo not given),1.1,i,0.3,8.2%,5.6%,15.2%,4.5%,-2.1%,-0.5%,9.4,-8.8
O=S(=O)(Nc1ncccn1)c1ccc(NS(=O)(=O)c2cc(Cl)ccc2Cl)cc1,1.1,i,0.1,-7.6%,-1.1%,-17.4%,-20.3%,-7.3%,1.4%,-7.7,-4.6
Cc1cc(OC(=O)c2ccc(S(=O)(=O)N(C)C)cc2)cc(=O)o1,1.1,i,1.1,-21.1%,0.5%,16.9%,6.3%,-9.3%,1.2%,1.2,5.2
COC(=O)c1nc2nc(-c3cccs3)cc(C(F)(F)F)n2n1,0.8,i,0.6,-15.8%,1.4%,2.9%,5.4%,0.6%,6.0%,-2.2,10.2
CCCNS(=O)(=O)c1cccc(C(=O)OCc2cc(=O)oc3cc(OC)ccc23)c1,.,?,.,4.7%,2.2%,.,.,.,4.3%,.,.
COCCN(CCOC)S(=O)(=O)c1ccc(C(=O)Nc2sc3c(c2C(N)=O)CCCCC3)cc1,1,i,0.1,-7.0%,3.2%,3.2%,-8.4%,-1.6%,2.6%,-9.1,-4.0
COc1ccc(N2C(=O)C(C)C(Cc3ccc(C)cc3)C2=O)cc1 (stereo not given),.,i,0.4,4.0%,2.4%,.,.,.,10.8%,.,.
CC1(C)CC(=O)C/C(=N/NC(=O)CCCOc2ccc(Cl)cc2Cl)C1,1.1,i,0.9,2.3%,0.7%,5.6%,6.8%,-1.3%,2.2%,5.6,-30.6

# Reformatted with values under each structure: part of the list above
# Every second line gives: TNAP activation fold, Myeloid diff MLP, Myeloid diff MLP GFP+ MAC1+ %, PhoP inhibition, RSV antiviral HEp-2, human PMI inhibition, human PMI inhibitors, XIAP displacement, Siah-1 displacement, WT yeast gro inh, WT yeast gro inh mutant strain
- O=C(Nc1ccccc1N1CCOCC1)c1ccco1
  ., i, 0.3, -5.5%, 2.0%, ., ., ., 1.8%, ., .
- CC1N(O)C(c2ccc(Cl)cc2Cl)N(O)C1(C)C (stereo not given)
  1, i, 0.6, -0.8%, 1.0%, -75.7%, -104.1%, -19.3%, -1.1%, 6.2, 4.8

# Next part.
SMILES,TNAP activation fold,Myeloid diff MLP,Myeloid diff MLP GFP+ MAC1+ %,PhoP inhibition,RSV antiviral HEp-2,human PMI inhibition,human PMI inhibitors,XIAP displacement,Siah-1 displacement,WT yeast gro inh,WT yeast gro inh mutant strain
COc1ccc(-c2nc3c(c(SCC(=O)N4CCCC4)n2)COC(C)(C)C3)cc1,.,i,0.6,-2.9%,1.7%,.,.,.,11.2%,.,.
CN1CCN(S(=O)(=O)c2cccc(C(=O)Nc3sc4c(c3C(N)=O)CCCC4)c2)CC1,1,i,0.0,-13.6%,0.2%,0.4%,-15.3%,-2.9%,-2.4%,13.9,17.0
COc1cc(NC(=O)CSc2nnc(Cn3nnc4ccccc43)n2C)cc(OC)c1,1.1,i,0.6,-4.9%,0.8%,1.2%,2.7%,-4.1%,7.9%,-1.4,-5.5
COc1ccc2nc(NC(=O)c3ccc(-n4nc(C)cc4C)cc3)sc2c1,1.1,i,1.4,-13.0%,0.4%,3.2%,0.1%,-2.1%,4.2%,6.2,-14.1
COc1ccc(NC(=O)NN2CCN(C)CC2)cc1OC,.,i,0.6,2.6%,0.2%,.,.,.,2.8%,.,.
CC(C)CNS(=O)(=O)c1ccc(S(=O)(=O)N2CCN(CCC#N)CC2)cc1,1,i,1.9,1.5%,0.2%,18.3%,17.7%,-11.9%,-1.4%,7.8,-3.2
COc1ccc(N(CC(=O)NC2CCCCC2)C(=O)CNC(=O)c2cccs2)cc1,.,i,3.0,-2.9%,0.3%,.,.,.,5.0%,.,.
Cc1nn2c(-c3ccc(F)cc3)ccnc2c1Br,.,i,0.5,1.9%,51.5%,.,.,.,1.9%,.,.
CCOCCCN(C(=O)c1snc(C(N)=O)c1N)C(C(=O)NC(C)(C)C)c1ccc(Cl)cc1 (stereo not given),.,i,0.3,-1.1%,2.5%,.,.,.,-0.5%,.,.
CCOC(=O)C(=Cc1ccc(-n2ccnc2)cc1)C(=O)OCC,1,?,.,3.4%,-3.0%,-1.4%,6.0%,-4.4%,-5.8%,-7.2,4.7
COc1ccc2c(ccn2S(=O)(=O)c2ccccc2)c1,.,i,0.3,2.4%,5.4%,.,.,.,-1.0%,.,.
CN(C)/C=N/c1nc2nccc(-c3ccccn3)n2n1,1.2,i,0.2,-2.8%,-0.4%,-2.0%,17.1%,-2.3%,11.6%,-10.2,16.0
Cc1ccc2cc(CN(C)C(=O)C3CCCO3)c(=O)[nH]c2c1 (stereo not given),1.2,i,0.9,-7.8%,0.2%,-1.1%,1.3%,-3.1%,4.8%,-5.0,-3.0
